# Compound activity (PubChem BioAssay)
# TcdB GH inh: TcdB glycohydrolase inhibition. 0.24% of 350,000 active. TcdB glycohydrolase enzymatic assay, plate reader. inhibition, % at 9.99 µM. P18177; in the data active = inhibition above about 10%
# Vc quorum ag: induces V. cholerae light production without autoinducers | V. cholerae BH1578 lux reporter, luminescence, 6 h | activation, % at 18.7 µM | 0.16% of 350,000 active | AID 588436; in the data active = activation mostly above about 9.7%, no sharp cut-off; inconclusive = no clear call, values can overlap the other calls; inactive = mostly below about 3.7%; also: not every result past the cut was called active; inactives centre near 0; reference of the scale not given here
# PfHsp40 rescue: compounds rescuing yeast from Plasmodium falciparum HSP40 toxicity | S. cerevisiae expressing PfHsp40, growth rescue, ATP luminescence | growth rescue, % at 12.5 µM | 0.68% of 340,000 active | AID 504582; in the data active = growth rescue above about 28%, passing the limit was not always enough; inconclusive = no clear call, values can overlap the other calls;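 also: yeast W303a lacking pdr1 and pdr3 grown in galactose medium; growth measured after three days at 30 °C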
# BoNT-A LC inh2: blocks Botulinum neurotoxin A light chain protease; multiplex microsphere protease substrate cleavage, flow cytometry; 0.17% of 360,000 active; inhibition, % at 10 µM; also: plate controls were buffer without enzyme for full effect and enzyme alone for no effect
# Anthrax LF inh2: blocks Bacillus anthracis lethal factor protease. P15917. multiplex microsphere protease cleavage assay, LF. inhibition, % at 10 µM. 0.12% of 360,000 active. AID 588501; also: plate controls were buffer without enzyme for full effect and enzyme alone for no effect
# PrPC TRFRET: reduces human prion protein on the cell surface. cell surface PrPC, TR-FRET read-out. 0.43% of 370,000 active. AID 720596. inhibition, % at 13.8 µM; in the data active = inhibition above about 24%; also: 0% = median of the test wells and 100% = reference compound wells
# SSB-PriA inh: blocks PriA binding to SSB C-terminal tail | AlphaScreen SSBct-PriA binding, biotinylated peptide | inhibition, % at 33 µM | 0.6% of 430,000 active; in the data active = inhibition mostly above about 37%, no sharp cut-off; inactive = mostly below about 20%;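 also: plate controls were negative control peptide for no effect and reference peptide for full effect; strong numbers were not always called active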
# 3CLpro inhibitor: SARS-CoV 3CLpro protease inhibition. P0C6X7. recombinant SARS-CoV 3CLpro, quenched FRET peptide cleavage. inhibition, % at 6 µM. 0.14% of 290,000 active. AID 1706; in the data active = inhibition above about 12%
# Y pestis TopoI: Y. pestis Topo-I inhibition via cleavage products | Y. pestis Topo-I cleavage product accumulation, plate reader | AID 504884 | 0.064% of 360,000 active | activity, % at 10 µM; in the data active = activity above about 50%, passing the limit was not always enough; inconclusive = no clear call, values can overlap the other calls; also: inactives centre near 2
# * marks the source's active call; other numbers are inactive results; i = inactive; ? = inconclusive; / = not tested or not shown; & = joins results of further samples. Rule as the data show it, unless noted: active = inhibition above about 30%; inconclusive = no clear call, values can overlap the other calls; inactive = below that.
# Sample of the layout, ten compounds:
# Order of values: TcdB GH inh	Vc quorum ag	PfHsp40 rescue	BoNT-A LC inh2	Anthrax LF inh2	PrPC TRFRET	SSB-PriA inh	3CLpro inhibitor	Y pestis TopoI
1. O=C(c1ccc(N2CCOCC2)c([N+](=O)[O-])c1)N1CCCCC1
    -0.6	-0.3	-0.2	-0.8	-5	-7	-7	-3	-5
2. COc1ccc(S(=O)(=O)N2CCC[C@H]2C(=O)N2CCC[C@H]2C(=O)NCc2ccccc2)cc1C
    3.9	/	/	0.0	0	5	/	/	/
3. COc1ccc(OC)c(/C=N\NC(=O)CC(=O)NCCc2ccccc2)c1
    0.2	-0.3	0.3	0.4	-5	1	/	1	7
4. CCOc1ccc(S(=O)(=O)N2CCN(C3CC(=O)N(c4cccc(C(C)=O)c4)C3=O)CC2)cc1 (stereo unspecified)
    1.7	-0.6	-1.0	-0.5	-8	-2	-5	/	19
5. CC1CCCC(C)N1NC(=S)Nc1ccc(OC(F)F)cc1 (stereo unspecified)
    /	i	1.0	-0.1	-3	-1	-1	1	-2
6. CSc1ccc(CN(C)CC(=O)NCCc2ccccc2)cc1
    -0.7	i	0.4	2.2	3	4	-5	7	-1
7. O=C(NC(=S)NC1CC1)c1cccnc1
    /	i	1.2	0.8	0	3	-4	-1	-10
8. O=C(CSC1=NCCS1)Nc1cccc(F)c1
    3.5	i	0.3	-0.4	-4	2	-10	1	1
9. CC1(C)CC2CC(C)(CN2C(=O)c2ccccc2)C1 (stereo unspecified)
    0.9	-0.1	0.9	0.1	-9	10	3	1	5
10. CCOc1ccccc1C(=O)NCC(=O)NNC(=O)CN(C)S(=O)(=O)c1ccc(Cl)cc1
    2.0	i	0.2	2.9	-1	-2	-12	/	-3

# All compounds of this part, repeating the preview:
# Order of values: TcdB GH inh	Vc quorum ag	PfHsp40 rescue	BoNT-A LC inh2	Anthrax LF inh2	PrPC TRFRET	SSB-PriA inh	3CLpro inhibitor	Y pestis TopoI
1. O=C(c1ccc(N2CCOCC2)c([N+](=O)[O-])c1)N1CCCCC1
    -0.6	-0.3	-0.2	-0.8	-5	-7	-7	-3	-5
2. COc1ccc(S(=O)(=O)N2CCC[C@H]2C(=O)N2CCC[C@H]2C(=O)NCc2ccccc2)cc1C
    3.9	/	/	0.0	0	5	/	/	/
3. COc1ccc(OC)c(/C=N\NC(=O)CC(=O)NCCc2ccccc2)c1
    0.2	-0.3	0.3	0.4	-5	1	/	1	7
4. CCOc1ccc(S(=O)(=O)N2CCN(C3CC(=O)N(c4cccc(C(C)=O)c4)C3=O)CC2)cc1 (stereo unspecified)
    1.7	-0.6	-1.0	-0.5	-8	-2	-5	/	19
5. CC1CCCC(C)N1NC(=S)Nc1ccc(OC(F)F)cc1 (stereo unspecified)
    /	i	1.0	-0.1	-3	-1	-1	1	-2
6. CSc1ccc(CN(C)CC(=O)NCCc2ccccc2)cc1
    -0.7	i	0.4	2.2	3	4	-5	7	-1
7. O=C(NC(=S)NC1CC1)c1cccnc1
    /	i	1.2	0.8	0	3	-4	-1	-10
8. O=C(CSC1=NCCS1)Nc1cccc(F)c1
    3.5	i	0.3	-0.4	-4	2	-10	1	1
9. CC1(C)CC2CC(C)(CN2C(=O)c2ccccc2)C1 (stereo unspecified)
    0.9	-0.1	0.9	0.1	-9	10	3	1	5
10. CCOc1ccccc1C(=O)NCC(=O)NNC(=O)CN(C)S(=O)(=O)c1ccc(Cl)cc1
    2.0	i	0.2	2.9	-1	-2	-12	/	-3
11. CN(Cc1ccccc1)C(=O)CCC1CCN(S(C)(=O)=O)CC1
    0.2	-0.3	-0.6	-0.9	8	2	1	1	-5
12. Cc1cccc(OCC(=O)N(Cc2cccs2)C2CCS(=O)(=O)C2)c1C (stereo unspecified)
    /	i	-1.4	-1.1	-4	2	-16	0	4
13. Cc1ccc2oc(=O)c(/C=C(\O)c3sc(C)nc3C)nc2c1
    -2.2	3.4	-0.1	0.3	-4	1	0	5	-8
14. CCOC(=O)C1CCN(S(=O)(=O)c2ccc3[nH]c(=O)c(=O)[nH]c3c2)CC1
    0.5	i	1.1	-0.8	-2	-1	2	3	3
15. CC(C)(C)c1ccc(OC(=O)Cn2c(C(F)(F)F)nc3ccccc32)cc1
    /	-2.2	-0.1	-0.2	-3	9	-9	-8	3
16. Nc1nn(-c2ccccc2)c(N)c1N=Nc1ccccc1F
    2.2	-2.0	1.4	-1.5	-4	-39	60	3	9
17. Cn1c(=O)c2c(nc(NC3CCCCC3)n2Cc2ccccc2)n(C)c1=O
    1.9	0.1	1.6	-0.9	-12	6	-7	-1	14
18. Cc1onc(-c2ccccc2)c1C(=O)N1CCN(c2ncccn2)CC1
    -0.6	-0.7	-1.2	0.1	-1	0	-11	-4	12
19. O=[N+]([O-])c1ccc(N2CCOCC2)cc1NCc1ccccc1
    /	-0.3	-1.0	-0.1	-5	-5	-8	-2	2
20. O=C1OC2CCC1(c1ccccc1)C2 (stereo unspecified)
    /	3.1	-1.5	-1.2	-8	3	-10	1	0

# More entries.
# Order of values: TcdB GH inh	Vc quorum ag	PfHsp40 rescue	BoNT-A LC inh2	Anthrax LF inh2	PrPC TRFRET	SSB-PriA inh	3CLpro inhibitor	Y pestis TopoI
21. Cn1nc(C(=O)OCC(=O)N2CCc3ccccc32)c2ccccc2c1=O
    /	-1.8	0.8	-1.4	-3	4	4	4	6
22. O=C(O)[C@H]1CCCC[C@H]1C(=O)Nc1cc([N+](=O)[O-])ccc1F
    -0.6	-0.3	-1.0	0.5	0	-14	-33	3	-4
23. COc1ccc(C)cc1NC(=O)CN1CCCC1c1ccc2c(c1)OCCCO2 (stereo unspecified)
    0.9	0.9	0.8	-0.6	-7	0	-13	/	31
24. COc1ccc(COc2ccc(C3C(S(=O)(=O)c4ccccc4)CON3C)cc2OC)cc1 (stereo unspecified)
    -0.1	-0.5	1.7	-0.3	-1	6	-2	14*	37
25. CCc1ccc(C(=O)Nc2ccc(OC)c(S(=O)(=O)N3CCCCC3)c2)cc1
    0.2	-2.6	0.6	1.4	-1	5	-2	/	23
26. CC(C)CSc1nnc2c3ccccc3n(C)c2n1
    -3.2	-1.7	21	5.3	-5	58*	-16	5	-10
27. Cc1nc(N)nc(N)c1CCCc1ccc(Cl)c(Cl)c1
    1.4	i	0.0	-3.0	-4	-3	2	/	-1
28. O=C(COc1coc(CN2CCCc3ccccc32)cc1=O)Nc1ccc([N+](=O)[O-])cc1
    0.5	-0.6	0.9	0.3	0	-20	-4	/	-3
29. C/C(=N/NC(=O)c1cccc(C)c1)c1c(O)cc(C)oc1=O
    /	-2.9	-0.9	-0.2	-2	0	/	0	9
30. COc1ccc(-n2c3c(c(=O)[nH]c2=O)C(NC(=O)c2ccncc2)(C(F)(F)F)C(=O)N3)cc1 (stereo unspecified)
    1.4	-0.6	0.3	-1.5	0	9	-13	-4	4
31. Nc1ncnc(SCc2c(F)cccc2Cl)n1
    0.6	i	-0.1	0.3	-2	7	4	-1	9
32. COc1ccccc1N1CCN(c2nc(-c3ccccc3)cc(C(F)(F)F)n2)CC1
    /	i	0.7	-0.7	1	3	-17	0	-6
33. CC(=O)N1c2ccc(S(=O)(=O)NCCC(=O)N(C)Cc3ccccc3)cc2CC1C (stereo unspecified)
    2.7	1.1	-0.4	0.8	-3	-4	11	1	0
34. CCC(C)N1C(=O)S/C(=C/c2ccc(N3CCOCC3)cc2C)C1=O (stereo unspecified)
    0.6	-0.4	0.1	-0.4	-2	-3	-26	2	9
35. COC(=O)Nc1ccc2ncn(C)c(=O)c2c1
    0.5	-0.3	0.9	0.3	-3	0	-9	-4	0
36. CCn1c(=O)cc(SCC(=O)NCc2ccccn2)c2ccccc21
    /	i	1.0	-0.1	-6	3	8	4	6
37. Cc1cc(C)cc(NC(=O)CSc2ccc(-c3ccco3)nn2)c1
    /	i	0.9	-0.5	-1	-6	-9&11	-1	10
38. Cc1ccc(S(=O)(=O)N2CCN(c3nc4ccccc4nc3-n3nc(C)cc3C)CC2)cc1
    /	-3.2	1.8	27	16	-3	-17	-1	2
39. Cc1cc2nc(C)c(Cl)c(=O)n2[nH]1
    1.2	0.2	/	-0.9	-11	5	-17	2	6
40. Cc1cc(C(=O)COc2ccc3ccc(=O)oc3c2)c(C)n1C
    0.8	-1.4	0.5	0.9	-2	-5	3	-2	1

# (continued)
# Order of values: TcdB GH inh	Vc quorum ag	PfHsp40 rescue	BoNT-A LC inh2	Anthrax LF inh2	PrPC TRFRET	SSB-PriA inh	3CLpro inhibitor	Y pestis TopoI
41. COc1cccc(C(=O)N(c2ccc(C)cc2)C2C=CS(=O)(=O)C2)c1 (stereo unspecified)
    0.7	0.6	1.7	-1.1	1	2	-7	-1	-12
42. CC(=O)Nc1ccc(OC(F)(F)C(F)F)c(NC(C)=O)c1
    -0.1	-1.8	-1.1	-1.1	3	-4	-3	1	-3
43. CCOC(=O)C1=C(C)N(CCCC(=O)O)C(=O)NC1c1ccc(Cl)cc1 (stereo unspecified)
    -0.6	i	-0.8	-0.8	-6	6	-12	3	5
44. COc1ccc(NC(=O)c2ccc(Cl)c(S(=O)(=O)N3CC(C)OC(C)C3)c2)cn1 (stereo unspecified)
    1.1	i	0.3	1.9	-3	1	-12	/	2
45. O=C(NC(n1ccc(=O)[nH]c1=O)C(Cl)(Cl)Cl)C12CC3CC(CC(C3)C1)C2 (stereo unspecified)
    -1.5	-0.5	-0.9	-0.5	-2	1	-18	8	12
46. CCN(CC)CCN(Cc1cc2cc3c(cc2[nH]c1=O)OCO3)C(=S)NCC1CCCO1 (stereo unspecified)
    0.8	-0.6	-1.6	2.5	0	0	3	3	9
47. COC(=O)[C@@H]1Cc2c([nH]c3ccccc23)C2CCC(=O)N21 (stereo partly specified)
    -0.8	i	0.8	5.2	11	-10	11	-7	4
48. NC(=O)CC(NC(=O)Cc1cccc2ccccc12)c1ccc(N2CCC(Cc3ccccc3)CC2)c([N+](=O)[O-])c1 (stereo unspecified)
    1.7	-0.3	0.0	-0.9	-4	-2	4	8	13
49. O=C1/C(=C\c2cccnc2)SC(=S)N1C1CCS(=O)(=O)C1 (stereo unspecified)
    -0.4	-0.6	1.2	-1.1	3	/	-3	-2	1
50. CC(=O)Nc1ccc(C(=O)OCC(=O)Nc2c(F)cccc2F)cc1
    -0.1	i	-1.5	0.5	-3	-1	-8	-6	-1
51. COc1cc(/C=N/NC(=O)c2nnn(-c3nonc3N)c2C(C)C)ccc1OCc1ccccc1
    0.4	-2.0	-0.7	-1.3	-1	2	/	11	-2
52. O=C(Nc1ccc2c(c1)OCCO2)C1CCCN(S(=O)(=O)c2cccc3nsnc23)C1 (stereo unspecified)
    2.1	-1.5	-0.7	-1.4	0	-11	9	-1	3
53. NNC(=O)c1ccccc1OCc1ccccc1
    1.7	0.9	-0.2	-0.2	8	-11	-5	2	18
54. O=C(Nc1ccc(F)cc1F)c1ccc2c(c1)[nH]c(=O)n2Cc1ccc(F)cc1
    0.9	0.5	-1.2	3.4	0	17	0	0	18
55. O=C(CSc1nccn1-c1ccccc1)c1ccc(Cl)cc1
    /	-2.8	-1.3	0.3	0	1	16	5	-5
56. CCCS(=O)(=O)N1CCC(C(=O)NCc2cccnc2)CC1
    /	-12	-0.6	-0.3	-2	1	-22	1	-5
57. CCOc1ccc(CNn2nnnc2N)cc1
    /	-0.3	0.4	-0.1	2	10	-17	3	-2
58. COc1cccc(OC)c1OCCNCCO
    /	i	0.0	-0.3	-4	-2	-6	0	-3
59. CC(C)CCNC(=O)NC(=O)COC(=O)c1cc(S(=O)(=O)N2CCOCC2)ccc1N1CCCCC1
    /	0.4	0.0	-0.8	-7	2	-9	-2	7
60. COc1cc(C(=O)OCC(=O)Nc2ccc(F)cc2F)cc(OC)c1OC
    /	i	0.3	?	-10	-1	-5	1	2
61. CCNc1ncnc2[nH]ncc12
    0.3	5.6	-0.9	-0.1	2	6	3	/	1
62. CCCCCCC(=O)N1CCC(c2nc3c(nnn3Cc3ccccc3Cl)c(=O)[nH]2)CC1
    /	-3.3	2.1	-1.1	-2	-4	-10	3	13
63. COc1cc(S(=O)(=O)Nc2cccc3cn[nH]c23)c(OC)cc1C
    1.8	3.6	0.0	-1.2	0	0	-3&0	2	-5

# The list is partial (hit frequency here may not be typical).
